Mtb BioA inh – M. tuberculosis BioA enzyme inhibitors, primary screen, biochemical, plate reader, single point, HTS | 7,8-diaminopelargonic acid synthase BioA (Mycobacterium tuberculosis) | purified M. tuberculosis BioA enzyme | inhibition, % at 9.99 µM | 360,000 tested, 0.096% active; in the data active = inhibition above about 40%
* marks the source's active call; other numbers are inactive results; & = joins results of further samples. An excerpt. The share of hits here may be higher or lower than overall.

SMILES | Mtb BioA inh
COCC(=O)N(C)C[C@@H]1Oc2ncc(/C=C/c3ccccc3)cc2C(=O)N([C@H](C)CO)C[C@H]1C | 3.7
Cc1ccc(-c2ccc3c(c2)O[C@@H](CN(C)S(C)(=O)=O)[C@H](C)CN([C@H](C)CO)S3(=O)=O)cc1 | 7.5
C[C@@H]1CN([C@H](C)CO)C(=O)c2cc(NC(=O)CCCN(C)C)ccc2O[C@@H](C)CCCCO[C@@H]1CN(C)S(=O)(=O)c1cccs1 | 1.7
CC=Cc1ccc2n(c1=O)C[C@@H]1[C@@H](CO)[C@H](C(=O)NCCN3CCCC3)N(C(=O)NC(C)C)[C@H]21 (mixture of isomers) | 1.0
CC(C)CC#Cc1ccc2c(c1)O[C@@H](CN(C)C(=O)Cc1ccccc1)[C@@H](C)CN([C@H](C)CO)S2(=O)=O | -0.9
O=C(NC[C@H]1[C@H](c2ccccc2)[C@@H](CO)N1Cc1ccccn1)C1CC1 | 4.9
CNC[C@H]1Oc2ccc(NC(=O)Nc3c(C)noc3C)cc2CC(=O)N([C@@H](C)CO)C[C@@H]1C | 1.6
COC(=O)[C@H]1[C@H](CO)[C@H]2Cn3c(ccc(-c4ccccc4F)c3=O)[C@H]2N1C(=O)CC1CC1 | 0.8
C[C@H](CO)N1C[C@H](C)[C@@H](CN(C)C(=O)NC2CCCCC2)Oc2ccc(NC(=O)Nc3cccc4ccccc34)cc2CC1=O | 0.0
O=C(O)C[C@H]1C[C@H]2c3cc(NC(=O)C4CCC4)ccc3O[C@H]2[C@@H](CO)O1 | -1.2
C[C@@H]1CCCCO[C@@H](CN(C)C(=O)Nc2ccc3c(c2)OCO3)[C@@H](C)CN([C@@H](C)CO)C(=O)c2cc(NC(=O)Nc3ccc(F)cc3)ccc2O1 | 0.1
C[C@@H]1CN([C@H](C)CO)C(=O)c2cccc(NC(=O)C3CCOCC3)c2O[C@H]1CN(C)S(=O)(=O)c1cn(C)cn1 | -1.3
C[C@H]1CN([C@@H](C)CO)C(=O)c2cc(NC(=O)c3ccncc3)ccc2O[C@@H]1CN(C)S(=O)(=O)c1ccccc1 | -3.5
COc1ccc(NC(=O)N(C)C[C@@H]2Oc3ccc(NC(=O)Nc4cccc5ccccc45)cc3C(=O)N([C@@H](C)CO)C[C@@H]2C)cc1 | -4.8
COC(=O)[C@H]1[C@H](CO)[C@H]2Cn3c(ccc(-c4ccccc4)c3=O)[C@@H]1N2S(=O)(=O)c1ccccc1C | 0.4
CNC[C@H]1Oc2ncc(-c3ccc(C)cc3)cc2C(=O)N([C@@H](C)CO)C[C@H]1C | -1.5
C[C@H]1CN([C@@H](C)CO)C(=O)c2cc(NC(=O)CCC(F)(F)F)ccc2O[C@H]1CN(C)C(=O)Nc1ccc2c(c1)OCO2 | 1.9
COc1ccc(NC(=O)N(C)C[C@H]2OCCCC[C@H](C)Oc3ccc(NC(=O)c4ccccc4)cc3C(=O)N([C@H](C)CO)C[C@@H]2C)cc1 | 1.0
CNC[C@H]1Oc2ccc(NC(=O)NC3CCCCC3)cc2C(=O)N([C@H](C)CO)C[C@@H]1C | -1.9
C[C@H]1CN([C@@H](C)CO)S(=O)(=O)c2ccc(-c3cccc(C#N)c3)cc2O[C@H]1CN(C)C(=O)C1CC1 | 1.4
C[C@@H]1CCCCO[C@H](CN(C)Cc2ccc3c(c2)OCO3)[C@@H](C)CN([C@H](C)CO)C(=O)c2cc(NC(=O)Nc3ccc4c(c3)OCO4)ccc2O1 | -0.3
O=C(C[C@H]1CC[C@@H](NC(=O)Nc2ccccc2F)[C@@H](CO)O1)NCc1ccc(Cl)cc1 | -3.4
COCC(=O)Nc1ccc2c(c1)C(=O)N(C)C[C@@H](OC)[C@@H](C)CN(Cc1cncnc1)[C@@H](C)CO2 | -1.0
CS(=O)(=O)Nc1ccc2c(c1)[C@H]1C[C@@H](CC(=O)NCc3ccc(-c4ccccc4)cc3)O[C@H](CO)[C@H]1O2 | 2.8
C[C@@H]1CN([C@@H](C)CO)C(=O)Cc2cc(NS(=O)(=O)c3ccccc3)ccc2O[C@H]1CN(C)C(=O)Nc1cccc2ccccc12 | -5.5
C[C@H]1CCCCO[C@H](CN(C)C(=O)Nc2ccc(C(F)(F)F)cc2)[C@@H](C)CN([C@@H](C)CO)C(=O)c2cc(NS(=O)(=O)c3ccc(Cl)cc3)ccc2O1 | -1.4
C[C@@H]1CN([C@@H](C)CO)C(=O)c2cc(NC(=O)NC3CCCCC3)ccc2O[C@H]1CN(C)S(=O)(=O)c1ccc(Cl)cc1 | -0.2
Cc1ccc(S(=O)(=O)Nc2ccc3c(c2)C(=O)N([C@H](C)CO)C[C@H](C)[C@@H](CN(C)S(=O)(=O)c2cn(C)cn2)O3)cc1 | 8.4
C[C@@H]1CN([C@@H](C)CO)C(=O)Cc2cc(NC(=O)Nc3ccc(C(F)(F)F)cc3)ccc2O[C@H]1CN(C)CC1CCCCC1 | -0.5
C[C@@H]1CN([C@@H](C)CO)C(=O)Cc2cc(NS(=O)(=O)c3ccccc3)ccc2O[C@H]1CN(C)Cc1ccc(Oc2ccccc2)cc1 | 4.1
COCC(=O)Nc1ccc2c(c1)[C@H]1C[C@H](CC(=O)OC)O[C@H](CO)[C@H]1O2 | 0.1
COCC(=O)N(C)C[C@@H]1Oc2cc(-c3ccccc3)ccc2S(=O)(=O)N([C@H](C)CO)C[C@@H]1C | -0.7
O=C(Nc1ccccc1)N[C@@H]1CC[C@H](CCNS(=O)(=O)c2cccc(F)c2)O[C@@H]1CO | 2.9
C[C@@H]1CCCCO[C@@H](CN(C)S(=O)(=O)c2cccs2)[C@@H](C)CN([C@H](C)CO)C(=O)c2cc(NC(=O)NC3CCCCC3)ccc2O1 | 3.9
C[C@@H]1CN([C@H](C)CO)S(=O)(=O)c2ccc(-c3ccccc3F)cc2O[C@@H]1CN(C)Cc1cncnc1 | 3.1
O=C(NCCc1ccccc1)[C@@H]1[C@@H](CO)[C@@H]2Cn3c(cccc3=O)[C@H]1N2C(=O)C1CCC1 | -2.2

Nine entries from above, as a markdown table.
| molecule | Mtb BioA inh |
| --- | --- |
| C[C@@H]1CN([C@@H](C)CO)C(=O)Cc2cc(NS(=O)(=O)c3ccccc3)ccc2O[C@H]1CN(C)C(=O)Nc1cccc2ccccc12 | -5.5 |
| C[C@H]1CCCCO[C@H](CN(C)C(=O)Nc2ccc(C(F)(F)F)cc2)[C@@H](C)CN([C@@H](C)CO)C(=O)c2cc(NS(=O)(=O)c3ccc(Cl)cc3)ccc2O1 | -1.4 |
| C[C@@H]1CN([C@@H](C)CO)C(=O)c2cc(NC(=O)NC3CCCCC3)ccc2O[C@H]1CN(C)S(=O)(=O)c1ccc(Cl)cc1 | -0.2 |
| Cc1ccc(S(=O)(=O)Nc2ccc3c(c2)C(=O)N([C@H](C)CO)C[C@H](C)[C@@H](CN(C)S(=O)(=O)c2cn(C)cn2)O3)cc1 | 8.4 |
| C[C@@H]1CN([C@@H](C)CO)C(=O)Cc2cc(NC(=O)Nc3ccc(C(F)(F)F)cc3)ccc2O[C@H]1CN(C)CC1CCCCC1 | -0.5 |
| C[C@@H]1CN([C@@H](C)CO)C(=O)Cc2cc(NS(=O)(=O)c3ccccc3)ccc2O[C@H]1CN(C)Cc1ccc(Oc2ccccc2)cc1 | 4.1 |
| COCC(=O)Nc1ccc2c(c1)[C@H]1C[C@H](CC(=O)OC)O[C@H](CO)[C@H]1O2 | 0.1 |
| COCC(=O)N(C)C[C@@H]1Oc2cc(-c3ccccc3)ccc2S(=O)(=O)N([C@H](C)CO)C[C@@H]1C | -0.7 |
| O=C(Nc1ccccc1)N[C@@H]1CC[C@H](CCNS(=O)(=O)c2cccc(F)c2)O[C@@H]1CO | 2.9 |

The list goes on.
SMILES | Mtb BioA inh
COc1ccc(NC(=O)Nc2ccc3c(c2)C(=O)N([C@H](C)CO)C[C@H](C)[C@@H](CN(C)Cc2ccc(Cl)c(Cl)c2)OCCCC[C@H](C)O3)cc1 | -1.2
CCNC(=O)C[C@@H]1CC[C@@H]2[C@H](COC[C@@H](O)CN2C(=O)Nc2ccc3c(c2)OCO3)O1 | 3.3
Cc1noc(C)c1S(=O)(=O)Nc1ccc2c(c1)C(=O)N([C@H](C)CO)C[C@@H](C)[C@H](CN(C)C(=O)c1ccccc1)OCCCC[C@@H](C)O2 | -2.6
CCCN(C)C[C@H]1Oc2cc(-c3cccnc3)ccc2S(=O)(=O)N([C@@H](C)CO)C[C@H]1C | -1.3
C[C@H]1CCCCO[C@@H](CN(C)Cc2ccc(C(=O)O)cc2)[C@@H](C)CN([C@@H](C)CO)C(=O)c2cc(NC(=O)Nc3ccc4c(c3)OCO4)ccc2O1 | -0.4
CO[C@@H]1CN(C)C(=O)c2cc(NC(=O)Nc3ccccc3)ccc2OC[C@@H](C)N(C(=O)Nc2c(C)noc2C)C[C@H]1C | 2.8
C[C@@H]1CN([C@@H](C)CO)C(=O)c2cc(C#C[C@@H](C)O)cnc2O[C@H]1CN(C)C(=O)Nc1ccc(C(F)(F)F)cc1 | 4.0
CC(C)NC(=O)N(C)C[C@@H]1Oc2c(NC(=O)Nc3cccc4ccccc34)cccc2C(=O)N([C@@H](C)CO)C[C@@H]1C | 1.2
O=C(C[C@@H]1CC[C@@H]2[C@H](COC[C@H](O)CN2S(=O)(=O)c2ccccc2)O1)N1CCOCC1 | -2.7
OC[C@H]1[C@@H](c2ccc(-c3cccnc3)cc2)[C@@H]2CN(Cc3ccccn3)CCCCN12 | 20.2
C[C@H](O)C#Cc1ccc2c(c1)O[C@@H](CN(C)Cc1cccnc1)[C@H](C)CN([C@@H](C)CO)S2(=O)=O | 6.3
C[C@H]1CN([C@@H](C)CO)C(=O)Cc2cc(NC(=O)c3ccncc3)ccc2O[C@H]1CN(C)Cc1ccc(-c2ccccc2)cc1 | -1.9
C[C@@H]1CCCCO[C@H](CN(C)Cc2ccc(C(F)(F)F)cc2)[C@H](C)CN([C@@H](C)CO)C(=O)c2cc(NC(=O)C3CCCCC3)ccc2O1 | -1.0
COC(=O)[C@@H]1[C@@H](CO)[C@@H]2Cn3c(ccc(-c4cccc(F)c4)c3=O)[C@H]1N2C(=O)CC1CC1 | -1.0
C[C@H](CO)N1C[C@H](C)[C@H](CN(C)C(=O)Nc2cccc3ccccc23)Oc2c(NC(=O)Nc3ccc(C(F)(F)F)cc3)cccc2C1=O | -3.2
C[C@@H]1CN([C@@H](C)CO)C(=O)Cc2cc(NS(=O)(=O)c3cccs3)ccc2O[C@H]1CN(C)Cc1ccc2c(c1)OCO2 | 2.4
COc1ccccc1S(=O)(=O)N[C@@H]1CC[C@@H](CCNC(=O)C2CCCCC2)O[C@@H]1CO | -1.8
CO[C@H]1CN(C)C(=O)c2ccc(NC(=O)C3CC3)cc2OC[C@@H](C)N(CC2CC2)C[C@@H]1C | -0.7
C[C@@H]1CCCCO[C@@H](CN(C)Cc2ccc3c(c2)OCO3)[C@@H](C)CN([C@@H](C)CO)C(=O)c2cc(NS(C)(=O)=O)ccc2O1 | 3.1
COc1ccc(-c2ccc3n(c2=O)C[C@H]2[C@H](CO)[C@@H](C(=O)NCC4CC4)[C@@H]3N2S(C)(=O)=O)cc1 | -0.6
N#C[C@@H]1[C@H](c2ccc(C3=CCCC3)cc2)[C@H](CO)N1C(=O)C1CC1 | 1.0
C[C@H](NC(=O)C[C@H]1CC[C@H](NC(=O)C2CCOCC2)[C@H](CO)O1)c1ccccc1 | 0.6
CC(=O)N(C[C@H]1N[C@H](CO)[C@@H]1c1ccc(-c2cccnc2)cc1)C1CCCC1 | 4.9&6.7
O=C(C[C@H]1CC[C@H]2[C@@H](COC[C@H](O)CN2Cc2cccc(Cl)c2)O1)N1CCOCC1 | 0.2
O=C(C[C@H]1CC[C@H]2[C@@H](COC[C@@H](O)CN2Cc2nccs2)O1)NCc1ccc(Oc2ccccc2)cc1 | 1.0
COc1ccccc1-c1ccc2c(c1)[C@@H]1[C@@H](CCN1C(=O)C1CC1)[C@@H](CO)N2 | -3.3
O=C(C[C@@H]1CC[C@H]2[C@@H](COC[C@H](O)CN2C(=O)c2ccccn2)O1)NC1CCC1 | -1.6
CCC(=O)N(C)C[C@H]1Oc2cc(-c3cncnc3)ccc2S(=O)(=O)N([C@H](C)CO)C[C@@H]1C | -1.9
C[C@@H]1CN([C@H](C)CO)C(=O)Cc2cc(NC(=O)C3CCCCC3)ccc2O[C@H]1CN(C)CC1CC1 | 0.0
CO[C@@H]1CN(C)C(=O)c2ccc(NC(C)=O)cc2OC[C@H](C)N(Cc2ccccn2)C[C@@H]1C | 0.6
O=C(c1cccnc1)N1C[C@@H]2[C@H](c3ccccc31)[C@H](CO)N2C(=O)C1CCCCC1 | -0.7
C[C@H](CO)N1C[C@H](C)[C@H](CN(C)Cc2ccccc2F)Oc2cc(C#CC3CC3)ccc2S1(=O)=O | -0.7
C[C@@H]1CN([C@@H](C)CO)C(=O)c2cc(NC(=O)Nc3ccc4c(c3)OCO4)ccc2O[C@@H]1CN(C)C(=O)Nc1cccc2ccccc12 | -1.0
COCC(=O)Nc1ccc2c(c1)C(=O)N(C)C[C@@H](OC)[C@H](C)CN(CC1CC1)[C@@H](C)CO2 | 0.8
C[C@H]1CN([C@@H](C)CO)C(=O)c2cc(NC(=O)Cc3ccccc3)ccc2O[C@@H]1CN(C)S(=O)(=O)c1cn(C)cn1 | -1.0
COc1ccccc1-c1cn(CC[C@H]2CC[C@H](NC(=O)CCN3CCCCC3)[C@H](CO)O2)nn1 | -0.2
O=C(C[C@H]1CC[C@H]2[C@@H](COC[C@H](O)CN2Cc2cccc(F)c2)O1)NCc1ccncc1 | -3.3
Cc1cc(C(=O)Nc2ccc3c(c2)C(=O)N(C)[C@@H]2CC[C@@H](CC(=O)N[C@H](C)c4ccccc4)O[C@H]2CO3)no1 | 5.4
CC(C)NC(=O)Nc1ccc2c(c1)C(=O)N([C@H](C)CO)C[C@H](C)[C@@H](CN(C)S(=O)(=O)c1cccs1)OCCCC[C@@H](C)O2 | -0.9
C[C@@H]1CN([C@H](C)CO)C(=O)c2cc(C#CCc3ccccc3)cnc2O[C@@H]1CN(C)C(=O)C1CCOCC1 | -3.2
C[C@@H]1CCCCO[C@H](CN(C)C(=O)Nc2ccc(F)cc2)[C@H](C)CN([C@H](C)CO)C(=O)c2cc(NC(=O)Nc3ccc(F)cc3)ccc2O1 | 0.1

Bioassay records: PubChem BioAssay, Broad Institute
